Screening data: PubChem BioAssay, National Center for Advancing Translational Sciences (NCATS)
FEN1 inh = inhibitors of human flap endonuclease 1; P39748; Potency, µM (series often up to 114 µM), without a hit: at the highest dose activity change, negative = inhibition, actives largely listed as inhibitors; Recombinant FEN1 flap cleavage, fluorescence, 15 min; 390,000 compounds, 0.35% hits; further: nearly all actives have a fitted effect of over 65% in size
Target sequence (P39748 whole entry, looked up): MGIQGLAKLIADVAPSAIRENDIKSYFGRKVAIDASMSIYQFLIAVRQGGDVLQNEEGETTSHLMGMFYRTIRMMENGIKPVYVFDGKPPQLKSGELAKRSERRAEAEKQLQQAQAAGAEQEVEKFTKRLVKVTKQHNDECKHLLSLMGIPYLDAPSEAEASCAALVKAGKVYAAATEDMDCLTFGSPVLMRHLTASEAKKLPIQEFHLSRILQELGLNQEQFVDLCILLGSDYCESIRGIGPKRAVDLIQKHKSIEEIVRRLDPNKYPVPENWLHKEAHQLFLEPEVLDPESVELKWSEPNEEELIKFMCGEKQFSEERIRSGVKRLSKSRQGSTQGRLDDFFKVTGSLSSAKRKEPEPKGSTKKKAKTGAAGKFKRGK
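With each library titrated from low to high concentration, compounds met 10 nM FEN1 for 15 min at room temperature before 50 nM substrate was added; readings at 0 and 15 min fed four-parameter Hill curve fits.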
N370S GC = inhibitors or activators of N370S glucocerebrosidase for Gaucher disease; P04062; N370S GC spleen homogenate, 4MU-glucoside fluorescence; Potency, µM (series often up to 59.4 µM), for the others: at the highest dose activity change, negative = inhibition, hits mostly inhibitors; 330,000 compounds, 0.092% hits;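 further: 0% = full enzyme activity and -100% = no enzyme basal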
TDP1 inh = inhibitors of human tyrosyl-DNA phosphodiesterase TDP1; 350,000 compounds, 0.28% hits; Potency, µM (highest dose often 130 µM), inactives show at the highest dose activity change, negative = inhibition, hits mostly inhibitors; Q9NUW8; recombinant TDP1, AlphaScreen DNA substrate cleavage; further: nearly all actives have a fitted effect of over 40% in size
Target sequence (Q9NUW8 whole entry, looked up): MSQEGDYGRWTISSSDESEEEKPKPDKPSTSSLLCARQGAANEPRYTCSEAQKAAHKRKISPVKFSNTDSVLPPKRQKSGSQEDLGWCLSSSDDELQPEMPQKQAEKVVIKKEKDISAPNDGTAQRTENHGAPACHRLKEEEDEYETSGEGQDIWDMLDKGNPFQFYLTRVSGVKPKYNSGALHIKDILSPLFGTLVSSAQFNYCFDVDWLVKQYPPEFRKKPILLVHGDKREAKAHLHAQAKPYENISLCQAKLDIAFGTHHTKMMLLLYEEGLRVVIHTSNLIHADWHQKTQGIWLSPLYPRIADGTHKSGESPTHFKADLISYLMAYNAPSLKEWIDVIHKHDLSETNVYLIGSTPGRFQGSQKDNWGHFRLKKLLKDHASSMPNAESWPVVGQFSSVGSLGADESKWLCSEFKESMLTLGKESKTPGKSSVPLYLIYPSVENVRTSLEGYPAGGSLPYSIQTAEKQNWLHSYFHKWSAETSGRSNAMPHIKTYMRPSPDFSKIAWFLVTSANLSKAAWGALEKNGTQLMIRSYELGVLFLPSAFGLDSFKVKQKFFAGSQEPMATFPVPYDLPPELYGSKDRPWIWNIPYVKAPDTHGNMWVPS
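Here, a 5' biotin and 3' phosphotyrosine-FITC DNA oligonucleotide reports Tdp1 activity: intact substrate bridges AlphaScreen beads, while cleavage leaves a 3' phosphate and drops signal. All incubations at room temperature.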
* hit, by the source's call; ? = inconclusive; · = no result given; & = joins results of further samples; [ ] = remark or other dose. The call rests on the fitted dose curve; in most records, active means well fitted curve in the direction sought with a large enough effect; inconclusive means small, poorly fitted or top-dose-only effect, or another doubt; inactive means no such curve, though single readings can be large; an effect the other way counts as inactive or inconclusive. Unless noted, on the % scale 0 is the no-effect control and ±100 the full control effect; potency means the concentration at half of the fitted maximal effect.

Preview, seven compounds:
FEN1 inh	N370S GC	TDP1 inh	canonical_smiles
10%	·	1%	O=C1CN(C(=O)COc2ccc([N+](=O)[O-])cc2Cl)c2ccccc2N1
-9%	1%	2%	CC(C)CCNC(=O)NC(=O)COC(=O)CCN=C1NS(=O)(=O)c2ccccc21
-4%	-8%	5%	C=CCNC(=S)Nc1ccc(Cl)cc1F
-3%	-3%	4%	Cn1c(CN2CCC(C(N)=O)CC2)c(C#N)c2ccccc21
0%	?	0%	Cc1ccc(C)c(N(C(=O)c2snc(C(N)=O)c2N)C(C(=O)NCC2CCCO2)c2ccc(C)o2)c1 (stereo not given)
-4%	-5%	-1%	CCC(=O)Nc1nnc(-c2ccco2)o1
-8%	-1%	2%	CC1(C)CC(OC(=O)c2ccccc2)CC(C)(C)N1

The list itself, repeating the preview:
FEN1 inh	N370S GC	TDP1 inh	canonical_smiles
10%	·	1%	O=C1CN(C(=O)COc2ccc([N+](=O)[O-])cc2Cl)c2ccccc2N1
-9%	1%	2%	CC(C)CCNC(=O)NC(=O)COC(=O)CCN=C1NS(=O)(=O)c2ccccc21
-4%	-8%	5%	C=CCNC(=S)Nc1ccc(Cl)cc1F
-3%	-3%	4%	Cn1c(CN2CCC(C(N)=O)CC2)c(C#N)c2ccccc21
0%	?	0%	Cc1ccc(C)c(N(C(=O)c2snc(C(N)=O)c2N)C(C(=O)NCC2CCCO2)c2ccc(C)o2)c1 (stereo not given)
-4%	-5%	-1%	CCC(=O)Nc1nnc(-c2ccco2)o1
-8%	-1%	2%	CC1(C)CC(OC(=O)c2ccccc2)CC(C)(C)N1
-6%	8%[2.35 µM]	6%	c1ccc(-c2nnc(N3CCOCC3)nc2-c2ccccc2)cc1
9%	4%	-1%	O=C(CCCCCCCC(=O)NNC(=O)Nc1ccccc1)NNC(=O)Nc1ccccc1
14%	-11%	-10%	Cn1c(O)c(N=NC(=O)CNC(=O)c2cccnc2)c2ccccc21
0%	0%	·	CC(C)N(C)S(=O)(=O)c1ccc(NC(=O)CSC(=S)N2CCCC2)cc1
8%	8%	4%	O=C(NNc1cccc(Cl)n1)c1ccc(Cl)cc1Cl
-10%	2%	8%	O=C(NCc1ccc(F)cc1)C1CCN(C(=O)NCc2ccccc2)CC1
-2%	-2%	4%[0.505 µM]	NC(=O)c1ccsc1NC(=O)COC(=O)c1ccc(Cl)nc1
0%	-3%	2%	CNC(C)c1ccc(S(N)(=O)=O)cc1 (stereo not given)
-1%	·	8%	CCOc1ccc(Cn2c(CNS(=O)(=O)c3cccc(Cl)c3)nc3cccnc32)cc1
1%	-16%	7%	CCCCOCCCNC(=O)c1ccc(NC(C)=O)cc1
-3%	9%	7%	O=C(O)CCn1c(Cc2ccccc2)nc2ccccc21
5%	·	-3%	COc1ccccc1N(CC(=O)Nc1ccccc1C(F)(F)F)S(=O)(=O)c1cccs1
5%	7%	10%	Cc1cccc(N=Nc2c(C)nn(-c3ccccc3)c2N)c1C
3%	·	6%	O=C(Nc1cccc(Cl)c1)C1CCN(S(=O)(=O)Cc2ccccc2)CC1
-9%	·	0%[12.3 µM]	COc1ccccc1N1CCN(CCCNC(=O)c2nnc(Cc3ccc(F)cc3Cl)o2)CC1
18%	-8%	3%	CC/C(=N\NC(=O)c1ccc2c(c1)OCO2)c1ccccc1
-8%	·	-1%	Cc1ccccc1-c1nnc(SCC(=O)NC2CCS(=O)(=O)C2)n1C (stereo not given)
-3%	15%	1%	Cc1nc2c(C(=O)N3CCCCC3)cnn2c(C)c1Cc1ccccc1F
-1%	9%	3%	O=C1N(c2ccccc2)C[C@@H]2C[C@@H](c3cc4ccccc4o3)N3CCC[C@@]123
-1%	4%	4%	O=C(c1ccco1)N1CCCC(c2ccccc2)C1 (stereo not given)
-1%	·	1%	COc1cc2cnc(-c3ccccc3F)cc2cc1OC
-17%	-5%	12%	CCCn1nc(NS(=O)(=O)c2cccc3nonc23)c2cc3cccc(C)c3nc21
-3%	-3%	-2%	CSC1=N/C(=C\c2ccc3c(c2)OCO3)C(=O)S1
10%	·	-11%	Nc1c(-c2nc(-c3ccncc3)no2)nnn1CC(=O)Nc1ccccc1
7%	·	-16%	Cc1cc(OCC(=O)OCC(=O)N2CCc3ccccc3C2)ccc1Cl
4%	-11%	·	O=c1[nH]c2ccc(NC(=S)NCCc3ccccc3)cc2[nH]1
10%&14%	-4%	0%&3%	COc1ccc(-n2c(=O)c3c(C)c(C)sc3n(Cc3ccc(F)cc3)c2=O)c(OC)c1
-2%	2%	·	COc1ccc(S(=O)(=O)NCC2CCCN(C(=O)CSC)C2)cc1 (stereo not given)
3%	1%	·	Cc1ccccc1NC(=S)N1CCN(c2ccccc2Cl)CC1
1%	0%	1%	CCC(C)C(NC(=O)OC(C)(C)C)C(=O)NCc1ccco1 (stereo not given)
-12%	4%	-2%	Cc1ccc(S(=O)(=O)Nc2ccc(N3CCOCC3)nc2)cc1
-6%	-4%	-1%	Nc1cccc2c1C(=O)N(CCOc1ccc(F)cc1)C2=O
4%	21%	1%	Cc1cc(Br)cc(Br)c1OCC(=O)NNC(=O)CCC(=O)NCc1ccccc1
2%	-8%	0%	Cc1ccc(NC(=O)CN2C(=O)S/C(=C\c3cc(C)n(C)c3C)C2=O)cc1
13%	3%	5%	O=C(O)c1nn2c(C(F)(F)F)cc(-c3cccs3)nc2c1Cl
1%	2%	4%	COCC(=O)N(Cc1cc2cc(C)ccc2[nH]c1=O)c1ccccc1
-1%	7%	-1%	CC1CCCCC1NC(=O)C1CCN(S(=O)(=O)c2ccc(-n3cnnn3)cc2)CC1 (stereo not given)
-12%	?	-2%	CCOC(=O)c1c(NC(=O)C2COc3ccccc3O2)sc(C)c1C (stereo not given)
-2%	-13%	1%	Cc1ccc(OCC(=O)Nc2cc(S(=O)(=O)N3CCCCC3)ccc2N2CCN(C)CC2)c(C)c1
-11%	·	7%	CC(=O)N1CCc2c(sc3c2c(=O)n(CCc2ccccc2)c(=O)n3CC(=O)Nc2ccccc2F)C1
5%	0%	-4%	O=C(c1cccc(C(F)(F)F)c1)N1CCC(O)(CS(=O)(=O)Cc2ccccc2Cl)CC1
19%	·	0%	CCc1ccccc1NC(=O)Cn1nnc(-c2nc(-c3ccncc3)no2)c1N
-5%	-3%	·	COc1ccc(S(=O)(=O)N2CCOC2CNC(=O)C(=O)NCCc2ccccc2OC)cc1 (stereo not given)
12%	-4%	·	COC(=O)c1ccc(C(=O)Nc2nc3cc(N)c(C)cc3s2)cc1
-6%	-12%	2%	Cc1csc(CNC(=O)c2cc(COc3c(C)cccc3C)on2)n1
-5%	-3%	·	CC1=NN(S(=O)(=O)c2ccc(Cl)cc2Cl)C(=O)c2ccccc2O1
-2%	-17%	0%	Cc1cc(C(=O)CSc2nnnn2C)c(C)n1Cc1ccco1
·	-4%	8%	COc1cc2oc(=O)cc(-c3ccc(-c4cccc(N)c4)cc3)c2c(OC)c1OC
3%	·	0%[12.3 µM]	CCOC(=O)c1ccc(N=C2SC(C(=O)Nc3ccccc3)CC(=O)N2C)cc1 (stereo not given)
0%	1%	·	Cc1ccc(NC(=O)C2CC(=O)N(C(C)C)C2)cc1C (stereo not given)
0%	0%	11%	CCOCCCNC(=O)C1CCCN(S(=O)(=O)c2cccc3nsnc23)C1 (stereo not given)
-11%	-3%	-7%	Cc1csc(CN(C)C(=O)CC2C(=O)NCCN2CC(C)(C)C)n1 (stereo not given)
·	6%	-1%	Cc1cc(N2CCN(C3CCCC3)CC2)n2ncc(-c3ccccc3)c2n1

Other structures follow.
FEN1 inh	N370S GC	TDP1 inh	canonical_smiles
-2%	-3%	-5%	COc1ccc(-c2[nH]ncc2CN2CCN(Cc3cccs3)CC2)c(F)c1
-16%	-8%	3%	COc1ccc(/C=N/NC(=O)CCn2c3ccccc3c3ccccc32)cc1O
12%	12%	7%	CN(C)c1ccc(C(=S)N2CCN(C(=S)Nc3ccccc3)CC2)cc1
-11%	5%	?	CC(=O)COC(=O)C1CCN(S(=O)(=O)c2cc([N+](=O)[O-])ccc2Cl)CC1
1%	·	5%	CCCC(=O)n1nc(-c2ccco2)nc1NCc1ccccc1Cl
-2%	0%	2%	Cc1cc(NC(=O)CCCn2nc([N+](=O)[O-])c(Br)c2C)no1
4%	10%	-8%	COCCN(C(=O)C(F)(F)F)C(C(=O)NC1CCCCC1)c1ccco1 (stereo not given)
11%	7%	3%	c1ccc(-c2csc(N3CCCCCC3)n2)cc1
-10%	-7%	·	COCCNC(=O)c1cn(C(C)c2ccccc2F)nn1 (stereo not given)
-6%	-2%	2%	COC(=O)Nc1ccc(S(=O)(=O)N2CCCc3cccc(O)c32)cc1
-9%	-2%	·	Cc1ccc(N2C(=O)C(Cl)=C(N3CCCCCC3)C2=O)c(C)c1
-1%	0%	0%	Cc1nnc(SCC(=O)c2ccc(Cl)cc2)s1
-1%	2%	?	O=C(N=Nc1c(O)[nH]c2ccccc12)c1cccs1
-8%	-25%	-3%	O=C(Nc1ncccc1O)c1cc2ccccc2o1
-1%	3%	4%	CCS(=O)(=O)N1CCC(C(=O)N2CCOCC2)CC1
5%&-1%	5%	4%&1%	Cc1cccc(NC(=O)Cn2cc(C(=O)c3ccco3)c3ccccc32)c1
4%	-8%	5%	Cc1nc(CCNC(=O)Cc2ccccc2)cs1
-12%	?	7%	C1CC(CN2CCOCC2)CN(c2nc3nonc3nc2N2CCSCC2)C1 (stereo not given)
-8%	7%	8%	CCC(C)NC(=O)COC(=O)c1ccc(Cl)cc1O (stereo not given)
·	1%	5%	COc1ccc(C2C3=C(Nc4ncnn42)c2ccccc2CC3)cc1OC (stereo not given)
14%	3%	1%	COc1cccc(NC(=O)COC(=O)Cc2ccc(Br)cc2)c1
-15%	8%	8%	O=[N+]([O-])c1ccc(CSc2ccc(-c3ccccn3)nn2)cc1
-2%	-8%	·	CCCCNC(=O)c1ccc(CS(=O)(=O)c2ccc(C)cc2)o1
-20%	-6%	·	COc1cc(NC(=O)c2ccc(NC3=NC4CS(=O)(=O)CC4S3)cc2)cc(OC)c1 (stereo not given)
-6%	-9%	2%	Cc1ccc(NC2=C(Cl)C(=O)OC2OC(C)C)c(C)c1 (stereo not given)
3%	-4%	1%	COc1ccc(/C=N/NC(=O)CNC(=O)/C=C/c2ccco2)cc1OC
-10%	1%	1%	COCCNS(=O)(=O)c1cc(Br)ccc1OC
19%	·	-2%	CCCOc1ccc(C2c3c(oc4ccccc4c3=O)C(=O)N2c2nc(C)c(C(=O)OCC)s2)cc1 (stereo not given)
1%	-5%	·	COc1ccc2[nH]c(=O)c(CN(C(=O)c3cccnc3)c3ccc(C)c(C)c3)cc2c1
?	-8%	·	COc1cc(-c2noc(C)c2C#Cc2nccn2C)cc(OC)c1OC
1%	·	6%	Cc1c(NC(=O)Cc2ccc(F)cc2)cccc1-c1nc2cccnc2s1
15%	-4%	·	OC(COc1ccc(OCC(O)CN2CCCCC2)cc1)CN1CCCCC1 (stereo not given)
-1%	4%	1%	CCN1CCN(c2cc(C)c3cc(NC(=O)Cc4ccc(OC)c(OC)c4)ccc3n2)CC1
-19%	6%	9%	CC12CCC=CC1C(c1ccc(/C=C/c3ccccc3)cc1F)N(Cc1ccccc1)C2=O (stereo not given)
1%	-5%	-2%	OC(CNCC1(N2CCCCC2)CCCCC1)COc1ccc(Cl)cc1Cl (stereo not given)
2%	-7%	1%	O=C(/C=C/c1ccc(F)cc1)N1CCN(S(=O)(=O)/C=C/c2ccccc2)CC1
1%	·	0%	COc1cc(C(=O)NNC(=O)CCOc2ccccc2)cc(OC)c1OC
4%	·	-1%	CN(C)S(=O)(=O)c1cccc(NC(=O)CN2C(=O)NC(Cc3ccccc3)C2=O)c1 (stereo not given)
2%	22%	4%	CN(C)S(=O)(=O)N1CCC(CO)(CCc2ccccc2)CC1
-5%	1%	4%	Cc1noc(C)c1/C=N/Nc1ccc2ccccc2n1
2%	4%	-1%	Clc1ccccc1Cc1noc(CN2CCN(Cc3ccccn3)CC2)n1

Looked up by structure from above (4):
FEN1 inh	N370S GC	TDP1 inh	canonical_smiles
4%	·	-1%	CN(C)S(=O)(=O)c1cccc(NC(=O)CN2C(=O)NC(Cc3ccccc3)C2=O)c1 (stereo not given)
-15%	8%	8%	O=[N+]([O-])c1ccc(CSc2ccc(-c3ccccn3)nn2)cc1
·	1%	5%	COc1ccc(C2C3=C(Nc4ncnn42)c2ccccc2CC3)cc1OC (stereo not given)
5%	·	-3%	COc1ccccc1N(CC(=O)Nc1ccccc1C(F)(F)F)S(=O)(=O)c1cccs1

Compounds were not picked by outcome (roughly 0.57% active in at least one column).
